# Screening data: PubChem BioAssay, several laboratories
# ERa SRC1 inh: blocks coactivator binding to human estrogen receptor alpha; P03372; TR-FRET ER-alpha LBD / SRC-1 peptide, estradiol-bound; inhibition, % at 25.6 µM; 86,000 compounds, 1.7% hits; in the data active = inhibition above about 50%;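 note: 0% = receptor plus peptide control and 100% = peptide only without receptor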
# ERa coact pot: ER-alpha (human) coactivator binding potentiation. P03372. TR-FRET ERalpha-LBD/SRC-Cy5 coactivator binding, 2 h; 100 = basal binding, no effect. coactivator binding (% of control), % at 25.6 µM. 86,000 compounds, 1.3% hits; in the data active = activity above about 200%;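 note: binding measured in presence of low estradiol as agonist stimulus; 0% = peptide alone without receptor and 100% = receptor with peptide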
# CD11b adhes enh: enhancers of human CD11b/CD18 binding to fibrinogen; activation, % at 10 µM; P05107+P11215; 93,000 compounds, 0.07% hits; K562 CD11b/CD18 adhesion to fibrinogen, ATPlite luminescence;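 active = 10 µM primary screen giving 50% or more activity, confirmed by 40% or more on retest at that dose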; note: strong numbers were not always called active
# Mac1 fbg inh: inhibitors of human CD11b/CD18 binding to fibrinogen. K562 CD11b/CD18 adhesion to fibrinogen, ATPlite luminescence; Mn2+ added to activate the integrin. P05107+P11215. inhibition, % at 10 µM. 93,000 compounds, 0.54% hits;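 active = primary inhibition of 50% or more at 10 µM, then 40% or more on retest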; note: some results filed as inactive read as strong as hits
# Rev-RRE block: HIV Rev-RRE protein-RNA interaction inhibition | AID 704 | P05866 | 97,000 compounds, 0.79% hits | inhibition, % at 8 µM | Rev peptide-RRE RNA binding, FRET;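 active = inhibition above the screen-wide mean plus 3 SD, cut at about 35% in these data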;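 note: 0% = median DMSO wells and 100% = median Neomycin B control wells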
# Target sequence (P05866 whole entry, looked up): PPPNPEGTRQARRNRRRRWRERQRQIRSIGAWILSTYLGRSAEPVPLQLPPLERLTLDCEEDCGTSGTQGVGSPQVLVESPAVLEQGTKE
#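 Test system – labelled RRE RNA duplex and labelled Rev peptide · Reagent – labelled Rev peptide · Doses – one concentration, 8 µM nominal · Incubation – 5 + 15 min at 25 °C · Signal – FRET fluorescence readout · Read-out basis – % inhibition of FRET ratio versus controls · Control set – DMSO wells as 0% and neomycin B wells as 100% inhibition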
# PLK1 PBD inh: inhibitors of human Plk1 polo box domain binding. 97,000 compounds, 0.13% hits. AID 693. P53350. Plk1 PBD phosphopeptide binding, fluorescence polarization. inhibition, %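 (tested at about 20 µM)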; in the data active = inhibition above about 34%, passing the limit was not always enough
# Target sequence (P53350 whole entry, looked up, the tested form may be a part): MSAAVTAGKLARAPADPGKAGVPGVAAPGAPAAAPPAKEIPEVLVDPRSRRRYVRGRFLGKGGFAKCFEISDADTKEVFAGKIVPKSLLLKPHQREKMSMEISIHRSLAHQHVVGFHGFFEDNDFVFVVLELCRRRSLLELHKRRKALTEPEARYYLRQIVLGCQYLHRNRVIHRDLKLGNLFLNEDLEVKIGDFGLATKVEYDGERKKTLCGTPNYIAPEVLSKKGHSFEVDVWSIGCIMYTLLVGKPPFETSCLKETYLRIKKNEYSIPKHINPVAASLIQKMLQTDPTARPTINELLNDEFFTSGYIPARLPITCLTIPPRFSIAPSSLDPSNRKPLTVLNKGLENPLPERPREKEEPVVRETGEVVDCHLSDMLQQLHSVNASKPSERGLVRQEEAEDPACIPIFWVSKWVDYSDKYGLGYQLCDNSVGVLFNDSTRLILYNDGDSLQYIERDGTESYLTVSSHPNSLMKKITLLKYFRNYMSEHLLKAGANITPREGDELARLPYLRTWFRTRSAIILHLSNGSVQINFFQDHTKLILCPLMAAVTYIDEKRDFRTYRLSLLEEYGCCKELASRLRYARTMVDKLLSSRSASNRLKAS
# PLK1 kinase inh: blocks human PLK1 kinase activity | P53350 | recombinant PLK1 kinase, TR-FRET peptide phosphorylation | inhibition, % at 10 µM | 97,000 compounds, 0.53% hits | AID 619;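 active = inhibition of 50% or more in the single-concentration screen; inactive = inhibition below 50%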;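 note: 0% = DMSO max control and 100% = H-89 dihydrochloride min control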
# ERb SRC1 inh: blocks coactivator binding to human estrogen receptor beta | Q92731 | TR-FRET ER-beta LBD / SRC1-Cy5 peptide binding; receptor agonist-loaded with 1 µM estradiol | inhibition, % at 25.6 µM | 86,000 compounds, 1.3% hits | AID 633;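 active = compounds whose percent inhibition of the receptor-coactivator binding signal exceeds about 50% in the single-dose screen, limit read from the data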;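 note: 0% = receptor plus peptide wells without compound and 100% = peptide-only wells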
# FAK blocker: inhibitors of human focal adhesion kinase; inhibition, %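 (tested at 7 µM)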; biochemical FAK kinase activity assay; 97,000 compounds, 0.84% hits; in the data active = inhibition above about 19%;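 note: 0% = DMSO and 100% = reference compound high control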
# * hit, by the source's call; nt = no result given; [ ] = remark or other dose.
compound	ERa SRC1 inh	ERa coact pot	CD11b adhes enh	Mac1 fbg inh	Rev-RRE block	PLK1 PBD inh	PLK1 kinase inh	ERb SRC1 inh	FAK blocker
CCOc1ccccc1N1CSC2=C(C#N)C(c3c(OC)ccc4ccccc34)CC(=O)N2C1 (stereo not drawn)	-2[fluorescence artefact?]	376*	25	-1	28	-17	-14	17	3
COc1ccc(NC(=O)CC2SC(=NCc3ccccc3OC)NC2=O)cc1 (stereo not drawn)	-4	87	0	-8	4	7	-12	-2	-1
COCc1nnc(NS(=O)(=O)c2ccc(C)cc2)s1	-4	104	-2	-1	13	-15	-5	-5	0
O=C(O)C1C2C=CC(C2)C1C(=O)Nc1cccc(F)c1 (stereo not drawn)	-1	116	1	0	1	-5	-11	-16	-2
COC(=O)C1=CN(C)C=C(C(=O)OC)C1c1ccsc1	3[fluorescence artefact?]	112	-3	6	-5	-11	-10	3[fluorescence artefact?]	0
Cc1ccc(CN2CCN(CC(=O)NC(C)CCc3ccccc3)C2=O)cc1 (stereo not drawn)	16	87	2	4	3	-10	-27	12[fluorescence artefact?]	-5
COc1ccc(OC)c(C2C3CN(C(C)C)CC=C3C(C#N)=C(N)C2(C#N)C#N)c1 (stereo not drawn)	3	135	-2	14	82*	-36	-7	11	1
COc1cccc2c1OC1(C)CC2NC(=O)N1c1cccc(C(=O)N2CCN(c3ccccn3)CC2)c1 (stereo not drawn)	-6	104	26	-9	5	-36	3	-3	1
COc1ccccc1C1CC(c2ccc(Cl)cc2)Nc2nc(N)nn21 (stereo not drawn)	-13	102	-1	6	2	6	4	-10	8
Cc1ccc2c(c1)c1c(n2C)C(=O)CCC1	0	96	nt	nt	2	-14	-8	-3	-6

# Next section, starting with the last 7 of the part before.
compound	ERa SRC1 inh	ERa coact pot	CD11b adhes enh	Mac1 fbg inh	Rev-RRE block	PLK1 PBD inh	PLK1 kinase inh	ERb SRC1 inh	FAK blocker
O=C(O)C1C2C=CC(C2)C1C(=O)Nc1cccc(F)c1 (stereo not drawn)	-1	116	1	0	1	-5	-11	-16	-2
COC(=O)C1=CN(C)C=C(C(=O)OC)C1c1ccsc1	3[fluorescence artefact?]	112	-3	6	-5	-11	-10	3[fluorescence artefact?]	0
Cc1ccc(CN2CCN(CC(=O)NC(C)CCc3ccccc3)C2=O)cc1 (stereo not drawn)	16	87	2	4	3	-10	-27	12[fluorescence artefact?]	-5
COc1ccc(OC)c(C2C3CN(C(C)C)CC=C3C(C#N)=C(N)C2(C#N)C#N)c1 (stereo not drawn)	3	135	-2	14	82*	-36	-7	11	1
COc1cccc2c1OC1(C)CC2NC(=O)N1c1cccc(C(=O)N2CCN(c3ccccn3)CC2)c1 (stereo not drawn)	-6	104	26	-9	5	-36	3	-3	1
COc1ccccc1C1CC(c2ccc(Cl)cc2)Nc2nc(N)nn21 (stereo not drawn)	-13	102	-1	6	2	6	4	-10	8
Cc1ccc2c(c1)c1c(n2C)C(=O)CCC1	0	96	nt	nt	2	-14	-8	-3	-6
Cc1cccc(C(=O)Nc2ccccc2C(=O)OCc2c(C)noc2C)c1	1	135	nt	nt	11	-2	-3	0	2
Cc1ccc(S(=O)(=O)Nc2nc3ccc(S(C)(=O)=O)cc3s2)cc1	-7	112	-5	1	10	-8	-8	-1[fluorescence artefact?]	0
Cc1ccc(S(=O)(=O)N2CCC(C(=O)NCCCOC(C)C)CC2)cc1	-6	99	nt	nt	1	20	-9	-2	5
CN(CCc1ccccn1)S(=O)(=O)c1ccc2c3c(cccc13)C(=O)N2	-36	97	3	-13	4	-4	-11	-37	-3
CC(C)N1C(=O)C2C(C(=O)NC3CCCCC3)C3C=CC2(O3)C1C(=O)NC1CCCCC1 (stereo not drawn)	0	113	2	-17	-2	1	-1	-8	-3
CN(C)CCCCCCCCCCC(=O)/C=N/O	nt	nt	nt	nt	-1	6	-10	nt	-5
Cc1ccccc1C(=O)OCCCN=C1NS(=O)(=O)c2ccccc21	-3	114	nt	nt	0	7	-17	0	-2
O=C1CC(C2CCCO2)C(=O)N1c1ccccc1 (stereo not drawn)	0	106	nt	nt	5	-12	-8	9[fluorescence artefact?]	2
CCc1ccc(NC(=O)CCN2C(=O)c3cccnc3C2=O)cc1	nt	nt	0	0	1	5	-2	nt	4
COc1ccc(C(=O)CSc2ncn[nH]2)cc1OC	-1	126	2	-6	10	-15	-2	-10	4
Cc1ccc(Cl)cc1N1CCN(C(=O)c2cn(C)c(=O)c3c2c2ccccc2n3C)CC1	15	87	0	35	-1	-8	-16	4	1
CCCc1nnc(NC(=O)C2CCCO2)s1 (stereo not drawn)	-6	113	4	-7	6	1	-12	-1[fluorescence artefact?]	-3
CNC(=O)c1ccc(-c2sc3nc(N4CCOCC4)c4c(c3c2N)CC(C)(C)OC4)o1	-12	107[fluorescence artefact?]	nt	nt	7	-11	-14	-13	-3
CC(C)c1ccc(C2C3CSCC=C3C(C#N)=C(N)C2(C#N)C#N)cc1 (stereo not drawn)	-1	71	-6	17	22	-42	18	-11	-4
O=C1CN(c2ccccc2F)C(=O)CN1c1ccccc1F	-1	112	-2	-24	6	5	-7	11	5
CCOc1ccc(C(=O)NCc2ccncc2)cc1OCC	0	103	0	6	7	2	-6	8	0
O=S(=O)(NCc1ccco1)c1cccc2cccnc12	23[fluorescence artefact?]	71[fluorescence artefact?]	nt	nt	11	13	-11	37	7
Cc1ccc(S(=O)(=O)N2CCN(C(=O)c3nn(C(C)C)c(=O)c4ccccc34)CC2)cc1C	31[fluorescence artefact?]	98	1	9	3	-10	-3	5[fluorescence artefact?]	0
Cc1nc(NCCCn2ccnc2)c2ccccc2n1	0[fluorescence artefact?]	92	-2	-2	nt	nt	nt	5	nt
Nn1c(-c2ccccc2Cl)nnc1-c1ccccc1Cl	-5	119	nt	nt	2	16	-1	-7	-1
O=C(NC1CCCC1)C1CCCN1C(=O)Nc1ccccc1Cl (stereo not drawn)	-1[fluorescence artefact?]	121[fluorescence artefact?]	-3	-4	3	3	-4	0[fluorescence artefact?]	0
CN(Cc1ccccc1)c1nc(-c2ccc([N+](=O)[O-])cc2)nc2ccccc12	nt	nt	nt	nt	14	2	-11	nt	0
COc1ccc2[nH]c(=O)c(CN(CCN(C)C)C(=O)NCc3ccccc3)cc2c1	5[fluorescence artefact?]	95	-6	-5	-5	-35	-6	-1[fluorescence artefact?]	-1
COc1cccc(NC(=S)NCCC(c2ccccc2)c2ccccc2)c1	nt	nt	-9	8	-3	-4	-14	nt	-2
O=C(COC(=O)CNC(=O)c1ccco1)Nc1ccc(Cl)cn1	9[fluorescence artefact?]	119	-2	-16	4	6	-11	3[fluorescence artefact?]	0
CC1(c2ccccc2)NC(=O)N(CC(=O)NCCC2=CCCCC2)C1=O (stereo not drawn)	-2	94	nt	nt	-3	-17	-2	-2	2
Cc1ccn(CC(=O)O)c(=O)c1	-16	109	-2	-15	8	-2	-9	-18	1
CCCCOc1ccc(S(=O)(=O)NNC(=O)C2Cc3c(ccc4ccccc34)O2)cc1 (stereo not drawn)	nt	nt	11	14	3	-9	-5	nt	-1
Cc1cccc(CSc2nnc(-c3cccs3)n2Cc2ccco2)c1	-1	86	nt	nt	7	7	-7	-7	5
Cc1cc(C)c(S(C)(=O)=O)c(S(=O)(=O)c2ccc(Cl)cc2)n1	nt	nt	-4	42	-2	35	-5	nt	-7
CNC(=S)Nc1cc(OC)ccc1OC	nt	nt	1	-19	5	-16	-5	nt	-2
CN(C)S(=O)(=O)Nc1ccc(Br)cc1F	-5	103	5	14	7	-5	-7	-3	-3
O=C(CO/N=C/c1ccccc1)N1c2ccccc2Oc2ccccc21	-15	101	nt	nt	17	-2	-12	-6	0
O=C(Cn1cnc2c(nnn2Cc2ccc(F)cc2)c1=O)OCc1ccccc1	-14	109	nt	nt	3	10	-12	-19[fluorescence artefact?]	-1
O=C(NCCc1ccccc1)C1CCN(S(=O)(=O)c2cccs2)CC1	-1	141	2	-18	-2	32	1	-4[fluorescence artefact?]	7
CC(C)CN(C(=O)CSc1nnc2ccccn12)c1c(N)n(CC(C)C)c(=O)[nH]c1=O	-6	92[fluorescence artefact?]	4	-14	-1	12	2	-9	0
NC(=O)CC(NC(=O)OCc1ccccc1)C(=O)O (stereo not drawn)	0	94	-4	18	4	1	-8	-8	-1
Cc1cc(C)c(S(C)(=O)=O)c(Oc2cccc(Cl)c2)n1	nt	nt	3	0	-2	-1	-10	nt	-1
COc1ccc(CC(=O)N2CCNC2=O)cc1	-15	110	-3	0	5	23	-3	-11[fluorescence artefact?]	-2
CCn1c(SCC(=O)c2ccc(F)cc2)nnc1-c1ccoc1C	4	89	-1	-17	-4	-15	-8	2	-2
CCNc1nc(NC(C)C)nc(SCCOc2ccc(C)cc2)n1	-6	106	3	5	12	2	-11	-10	1
CN1CCN(S(=O)(=O)c2cccc(S(=O)(=O)c3ccc(Cl)cc3)c2)CC1	16	122	-4	18	5	15	-6	7[fluorescence artefact?]	0
Cc1nc(SCC(=O)Nc2ccc3c(c2)OCCO3)c2oc3ccccc3c2n1	79*[fluorescence artefact?]	732*[fluorescence artefact?]	nt	nt	-5	-4	-14	40[fluorescence artefact?]	-9
CCc1nc2c(c(SC)nn2-c2ccccc2)c(N)c1C(=O)OC	nt	nt	3	-6	15	-8	-22	nt	-3
CC(C)NC(=O)CC(=O)N/N=C/c1ccc(F)cc1	nt	nt	nt	nt	1	-10	-13	nt	-3
O=C1C2CC=CCC2C(=O)N1CNc1ccccc1 (stereo not drawn)	-36	119	nt	nt	8	0	-7	-26[fluorescence artefact?]	0
CCCn1nnc(NC(=O)COc2ccc(CC)cc2)n1	8	93	nt	nt	1	-19	-4	8	-3
O=C(Cc1n[nH]c(=O)c2ccccc12)Nc1ccc(-c2nnc3n2CCCCC3)cc1	2[fluorescence artefact?]	109	-3	-20	8	-30	-7	-2[fluorescence artefact?]	-1
CCC(=O)Nc1nc2n(n1)C(c1ccc(OC)cc1)C=C(c1ccccc1)N2 (stereo not drawn)	4	116	4	2	45*	4	-15	-9	2
CCCC1(C(=O)O)NC(c2ccccc2O)C2C(=O)N(c3cccc(Cl)c3)C(=O)C21 (stereo not drawn)	-7	131[fluorescence artefact?]	0	-1	nt	-15	-13	-10	nt
Cc1ccc(-c2cc(-c3ccccc3)[nH]c(=S)c2C#N)cc1	nt	nt	-2	66	2	-27	-12	nt	-7

# Two of the compounds above, with two lines to a compound:
# Sequence of screens – ERa SRC1 inh, ERa coact pot, CD11b adhes enh, Mac1 fbg inh, Rev-RRE block, PLK1 PBD inh, PLK1 kinase inh, ERb SRC1 inh, FAK blocker
> CN1CCN(S(=O)(=O)c2cccc(S(=O)(=O)c3ccc(Cl)cc3)c2)CC1
    16, 122, -4, 18, 5, 15, -6, 7[fluorescence artefact?], 0
> Cc1ccc(-c2cc(-c3ccccc3)[nH]c(=S)c2C#N)cc1
    nt, nt, -2, 66, 2, -27, -12, nt, -7

# Some entries already given, reduced to PLK1 kinase inh, Mac1 fbg inh and Rev-RRE block.
Molecule | PLK1 kinase inh | Mac1 fbg inh | Rev-RRE block
Cc1cccc(CSc2nnc(-c3cccs3)n2Cc2ccco2)c1 | -7 | nt | 7
CCCC1(C(=O)O)NC(c2ccccc2O)C2C(=O)N(c3cccc(Cl)c3)C(=O)C21 (stereo not drawn) | -13 | -1 | nt
O=C1CN(c2ccccc2F)C(=O)CN1c1ccccc1F | -7 | -24 | 6
Cc1ccc(S(=O)(=O)Nc2nc3ccc(S(C)(=O)=O)cc3s2)cc1 | -8 | 1 | 10
